From PubChem BioAssay
Rab9 prom act – activators of Rab9 promoter. Huh7 Rab9 promoter-luciferase reporter, luminescence, 24 h. Potency, µM (series often up to 9.22 µM), without a hit: at the highest dose activation, negative = inhibition, most hits filed as activators. 320,000 tested, 2.8% active. AID 485297; also: potency is read from the fitted curve at half-maximal effect; % of control where 0% means no effect; nearly all actives have a fitted effect of over 60% in size
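Quantitative HTS format; Huh7 Rab9-luciferase reporter cells (1500/well) receive compound 2 h post-plating, incubate 24 h at 37 °C, then get luciferase reagent for 10 min before luminescence reading.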
p53 reactivation – re-activators of mutant p53 | H1299 p53-A138V BP100-luciferase reporter, luminescence, 24 h | Potency, µM (highest dose often 92.2 µM), without a hit: at the top dose activity change, positive = activation, usual class: activators | 320,000 tested, 0.063% active; also: potency is read from the fitted curve at half-maximal effect; % of control where 0% means no effect; nearly all actives have a fitted effect of over 45% in size
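p53-null H1299 cells stably carrying temperature-sensitive p53-A138V and a BP100-luciferase reporter were pinned with compounds (4-point, 1:5 series) and held 24 hrs at 37 deg C. Luminescence was read 10 min after detection reagent.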
NPC1 prom act – activates the NPC1 promoter | AID 485313 | Huh7 NPC1 promoter luciferase reporter, 24 h | 320,000 tested, 2.4% active | Potency, µM (top dose mostly 9.22 µM), for inactives: at the highest dose activation, hits mostly activators;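 also: potency is read from the fitted curve at half-maximal effect; % of control where 0% means no effect; nearly all actives have a fitted effect of over 60% in size; reporter is driven by a mutant NPC1 promoter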
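Stably transfected Huh7 (NPC1 promoter→luciferase), 1500 cells/well in Opti-MEM + 10% FBS, 2 h settle, then compound 24 h at 37 °C. Luminescence after 10 min with Amplite reagent.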
ELG1 genotox – genotoxicity induction in ELG1-luciferase HEK293T cells. Potency, µM (highest dose often 46 µM), for inactives: at the top dose activity change, positive = activation, usual class: activators. 330,000 tested, 1.3% active. HEK293T ELG1-luciferase reporter, luminescence, 16 h; also: potency is read from the fitted curve at half-maximal effect; % of control where 0% means no effect; nearly all actives have a fitted effect of over 60% in size
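Genotoxic stress is detected as increased luminescence from luciferase-tagged ELG1 in HEK293T cells, measured with ONE-Glo after a 16 hr treatment at 37 °C.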
FLuc counter – inhibits or activates purified firefly luciferase, miR-21 counter-screen | P08659 | purified FLuc, Km substrates, luminescence inhibition | Potency, µM (top dose mostly 57.5 µM), without a hit: top-dose activity change, negative = inhibition, hits mostly inhibitors | 360,000 tested, 6.9% active;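 also: potency is read from the fitted curve at half-maximal effect; plate controls were vehicle for no effect and reference inhibitor for full effect; nearly all actives have a fitted effect of over 55% in size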
Target sequence (P08659 whole entry, looked up): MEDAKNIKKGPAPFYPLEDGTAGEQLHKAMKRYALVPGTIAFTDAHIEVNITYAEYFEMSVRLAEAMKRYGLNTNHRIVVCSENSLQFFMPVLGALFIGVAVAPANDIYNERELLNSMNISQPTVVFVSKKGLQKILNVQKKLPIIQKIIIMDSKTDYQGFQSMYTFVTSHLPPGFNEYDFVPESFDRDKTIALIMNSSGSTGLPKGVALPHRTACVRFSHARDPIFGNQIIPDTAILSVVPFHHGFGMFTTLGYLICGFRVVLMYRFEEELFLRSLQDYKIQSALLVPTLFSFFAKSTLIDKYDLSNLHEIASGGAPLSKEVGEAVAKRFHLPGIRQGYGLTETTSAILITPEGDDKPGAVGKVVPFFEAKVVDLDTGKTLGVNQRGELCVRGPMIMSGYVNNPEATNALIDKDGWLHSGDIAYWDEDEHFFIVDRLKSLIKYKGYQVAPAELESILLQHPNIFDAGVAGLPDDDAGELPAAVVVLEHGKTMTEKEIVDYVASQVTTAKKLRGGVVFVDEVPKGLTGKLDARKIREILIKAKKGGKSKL
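Purified P. pyralis luciferase (10nM final) with 10uM D-luciferin and 10uM ATP (Km levels) in 50mM Tris acetate pH 7.5, 10mM Mg acetate, 0.01% Tween-20, 0.05% BSA; qHTS 6-point titration, ~60 µM downward; luminescence read.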
Gal4-VP16 FLuc – inhibits Gal4-VP16 luciferase reporter, ROR gamma counter-screen | Drosophila S2 Gal4-VP16 UAS-luciferase, luminescence, 20 h | AID 2546 | 310,000 tested, 3.5% active | Potency, µM (series often up to 53.6 µM), for inactives: top-dose activity, negative = inhibition, most hits filed as inhibitors;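 also: Gal4-VP16 expression switched on by copper sulfate through the metallothionein promoter; potency is read from the fitted curve at half-maximal effect; % is scaled to controls: 0 for no effect and ±100 for the full control effect; nearly all actives have a fitted effect of over 50% in size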
Menin-MLL TR inh – menin-MLL binding inhibition, Texas Red mutant peptide | 270,000 tested, 0.23% active | O00255 | Potency, µM (top dose mostly 61.6 µM), for the others: at the top dose FP activity change, negative = inhibition, usual class: inhibitors | Menin + Texas Red MLL mutant peptide, fluorescence polarization; active = well fitted inhibition curve with a large enough effect in the polarisation, with a control signal flat, not every such curve was filed as active; inconclusive = small, poorly fitted or top-dose-only effect, or effect the other way, or a change in a side signal; inactive = no such curve, though single readings can be large or run the other way; the % refers to the polarisation; also: potency is read from the fitted curve at half-maximal effect; % of control where 0% means no effect; many of its hits are not listed in these tables
Giardia kill – Giardia lamblia killing; Giardia lamblia trophozoite viability; activity change, % at 7.66 µM, hits read low; 340,000 tested, 0.15% active; AID 540267; in the data active = activity change below about -80%; inconclusive = between about -30% and that limit;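 also: parasites exposed to compound for two days anaerobically before the ATP read; % is scaled to controls: 0 for no effect and ±100 for the full control effect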
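Viability, read as ATP luminescence: trophozoites at 100 cells/well, compound added, 48 hrs anaerobic at 37 deg C, then 15-30 min room-temperature development before reading.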
RORgamma inh – blocks mouse ROR gamma transcriptional activity; Drosophila S2 Gal4-RORgamma UAS-luciferase reporter, 20 h; Potency, µM (top dose mostly 53.6 µM), for the others: top-dose activity change, negative = inhibition, usual class: inhibitors; 310,000 tested, 5.4% active; AID 2551; also: potency is read from the fitted curve at half-maximal effect; % is scaled to controls: 0 for no effect and ±100 for the full control effect; nearly all actives have a fitted effect of over 60% in size
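Stable Schneider cell line, Gal4 DNA-binding domain fused to ROR gamma, UAS-luciferase. Cmpd 1 hr RT → CuSO4 700 uM final → 20 hr RT → luciferase reagent 10 min → luminescence.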
BRCA1 expr up – BRCA1 expression activation; MCF7-BRCA1-FFLuc reporter, luminescence, 48 h; response scale: scaled: vehicle 0%, 10 µM genistein 100%; Potency, µM (doses to about 46.1 µM), without a hit: top-dose activation, hits mostly activators; 380,000 tested, 1.1% active; also: potency is read from the fitted curve at half-maximal effect; nearly all actives have a fitted effect of over 80% in size; some results filed as inactive show a strong effect at the top dose
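MCF7-BRCA1-FFLuc, 2000 cells/well; 2 h attach, 37 °C/5% CO2; compound 48 h; luciferase substrate 15 min; luminescence end-point. Norm. to genistein 10 microM max activation and DMSO; concentration-response curves fitted.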
PKM2 act – PKM2 (human) enzyme activation; AID 1631; purified PKM2, Kinase-Glo ATP luminescence, activation; response scale: 0% is enzyme alone, no compound; 260,000 tested, 0.34% active; Potency, µM (top dose mostly 57.5 µM), without a hit: at the top dose activation, usual class: activators; also: potency is read from the fitted curve at half-maximal effect; % is scaled to controls: 0 for no effect and ±100 for the full control effect; nearly all actives have a fitted effect of over 55% in size
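ATP formation by purified human PK-M2, quantified via coupled luciferase luminescence after 1 h at room temperature with 0.1 mM ADP and 0.5 mM PEP final.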
* = called active by the depositor; u = inconclusive; x = no result given; [ ] = dose if it differs, or a comment. Unless noted, calls follow the shape of the dose curve; as a rule, active = well fitted curve in the direction sought with a large enough effect; inconclusive = small, poorly fitted or top-dose-only effect, or another doubt; inactive = no such curve, though single readings can be large; an effect the other way counts as inactive or inconclusive.

Values run as follows: Menin-MLL TR inh, p53 reactivation, ELG1 genotox, FLuc counter, PKM2 act, RORgamma inh, BRCA1 expr up, Gal4-VP16 FLuc, Giardia kill, Rab9 prom act, NPC1 prom act
#1 CCCCCCOC(=O)Nc1ccc(S(=O)(=O)Nc2cccc([N+](=O)[O-])c2)cc1
 : u, -16%, -2%, u, -2%, 1%[10 µM], -31%, -21%, 9, -11%, 1%
#2 Cc1cc(=O)oc2cc3c(cc12)OCO3
 : 15%, -1%, 6%, 4%, x, -14%, 9%, -6%, 1, 5%, -4%
#3 O=C(c1ccccc1)N1N=C(C(F)(F)F)CC1(O)c1ccccc1O (centres undefined)
 : 0%, x, -2%, -1%, 5%, 8.9µM*, 6%, 13µM*, -10, 21%, 16%
#4 Cc1cccc(-n2c(O)c(C=NCCCN3CCOCC3)c3ccccc3c2=O)c1
 : 9%, -7%, -3%, -1%, -18%, 1%, -17%, -15%, 4, 11%, 3%
#5 Nc1nnc(SCc2ccccc2)n1-c1ccccc1
 : 2%, -2%, 3%, 3%, -3%, u, 2%, -3%, 2, -6%, -1%
#6 CC1(C)OC2C(O1)[C@@H](CO)O[C@H]2n1cnc2c(N)ncnc21 (some centres undefined)
 : x, 3%, 0%, -1%, -5%, u, 6%, 5%, -22, 2%, -2%
#7 O=C(CN1CCN(C(=O)c2ccco2)CC1)Nc1cc(C(F)(F)F)ccc1Cl
 : -23%, -28%, -5%, 2%, -2%, 29%, -31%, -3%, 8, 13%, -2%
#8 COc1ccc2cc3c(N)c(C(=O)N4CCCC4)sc3nc2c1
 : 30%, u, u, 2.7µM*, -5%, -16%, u, 4%, 10, 1.4µM*, 1.8µM*
#9 CN(CC(=O)Nc1ccc(F)cc1)CC(=O)N1CCCCCC1
 : x, 2%, 0%, 1%, x, x, 3%, x, -14, -6%, 0%
#10 COc1ccccc1NC(=O)c1ccc(CSc2ncccn2)cc1
 : -22%, -1%, 5%, 17µM*, -7%, 41%, x, -2%, x, -1%, -1%
#11 CCN(C(=O)COC(=O)c1c(-c2ccccc2)noc1C)c1c(N)n(Cc2ccccc2)c(=O)[nH]c1=O
 : x, -1%, 11%, 1%, -8%, -3%, -14%, -10%, -8, -2%, 0%
#12 CN1CCN(C(=O)/C(C#N)=C/c2ccc(F)cc2)CC1
 : -2%, 0%, 11%, 5%, -8%, 23%, -13%, -14%, 3, -3%, -16%
#13 O=c1cc(CSc2ccccn2)nc(N2CCN(c3ccccc3)CC2)[nH]1
 : 7%, 4%, 2%, 7%, 0%, 0%, 8%, -9%, 25, -2%, -1%
#14 CCCC(C(=O)NCCC(C)C)N(Cc1ccc(F)cc1)C(=O)c1snc(C(N)=O)c1N (centres undefined)
 : -15%, 11%, -2%, -3%, 0%, 5%, -42%, 17%, 17, -5%, -3%
#15 C[C@@H](CN=[N+]=[N-])CN1CC[C@H](C(C)(C)C)CCC1=O
 : -16%, 1%, -1%, 0%, 0%, 9%, 0%, -6%, -20, -6%, -3%
#16 COc1cc(OC)cc(C(=O)N2c3ccc(F)cc3CCC2C)c1 (centres undefined)
 : 5%, -10%, -1%, 8%, 3%, 0%, -61%, 6%, 23, -1%, 0%
#17 COc1ccc(S(=O)(=O)NCc2cccnc2)cc1NC(=O)c1ccc(C)cc1
 : x, -4%, -3%, -13%, x, x, -25%, x, 6, -4%, -4%
#18 COc1ccc(CNC(=O)Cc2nn(C)c(=O)c3ccccc23)cc1
 : 19%, -4%, -8%, -8%, -3%, u, -43%, 8.9µM*, -4, -25%, -15%
#19 COc1cc2c(cc1OC)/C(=C/C(=O)c1ccc(OC)c([N+](=O)[O-])c1)NCC2
 : -3%, -5%, -1%, 3%, x, -25%, -47%, -29%, 4, 1%, 2%
#20 Cc1ccc(C)c(N2N=C(C(=O)Nc3cccnc3)CCC2=O)c1
 : x, 0%, -2%, 3%, x, x, -9%, x, 0, 3%, 1%
#21 COCCNC(=O)C1c2ccccc2C(=O)N(CCOC)C1c1ccc(F)cc1 (centres undefined)
 : -5%, 3%, 0%, -11%, 0%, -2%, 14%, -2%, -18, -2%, -1%
#22 O=C(CCc1nnc(C2CCCCC2)o1)N1CCC(Oc2cccnc2)CC1
 : 0%, -5%, -21%, 6%, -1%, 9%, 24%, 2%, 21, -3%, -4%
#23 C=Cc1ccc(Cn2c(=O)n(CCCOC)c(=O)c3sccc32)cc1
 : 0%, -12%, 2%, -4%, -2%, 7%, -26%, 5%, -3, 2%, -1%
#24 O=c1[nH]c2ccccc2nc1/C=C(\O)C1CC1
 : u, 14%, 6%, -1%, -2%, 20%, 38%, 5%, -9, 3%, 2%
#25 COc1ccc(N2CCN(CC(=O)c3ccc(O)cc3O)CC2)cc1
 : 8%, -11%, -4%, 2%, 3%[0.46 µM], -33%, 0%, 0%, 4, -1%, -1%
#26 O=C(O)c1c2c(nc3ccc(S(=O)(=O)N4CCC(C(=O)NCc5ccccc5Cl)CC4)cc13)CCCC2
 : 13%, 5%, -1%[9.26 µM], -3%, x, -2%, -5%, -3%, 21, -2%, -5%
#27 COC(=O)C1=C(C)N(C)C(=O)NC1c1ccc(C)cc1 (centres undefined)
 : -14%, -6%, -2%, 6%, -3%, 2%, 6%, 7%, -18, -7%, -3%
#28 O=C(CSc1nnnn1-c1ccccc1)N1N=CCC1c1ccccc1 (centres undefined)
 : 9%, u, 2%, 15µM*, 1%, 24%, 38%, 3%, -16, 14%, 4%
#29 CCCOc1ccc2c(=O)c(N3C(=O)c4ccccc4C3=O)c(C)oc2c1
 : 1%, 2%, -1%, 2%, 0%, u, 0%, u, 26, -3%, 1%
#30 COc1ccc(S(=O)(=O)NC2CC2)cc1C(=O)N1CCOCC1
 : -7%, -3%, -2%, 1%, -3%, 4%, 12%, -2%, -24, 2%, -7%
#31 COc1ccc(CN2C(=O)c3cccnc3C2Nc2ccc(OC)c(Cl)c2)cc1 (centres undefined)
 : 14%, -1%, -1%, 0%, 1%, 24%, -1%, 1%, 7, -4%, 11%
#32 CCN(CC)C(=O)c1ccc(-c2nnc(Nc3ccc(C(=O)N(C)C)cc3)c3ccccc23)cc1
 : -29%, x, -12%, 0%, 0%, u, -41%, -12%, -22, 0%, 5%
#33 COc1cc(/C=N/OCC(=O)Nc2cc(C)cc(C)c2)ccc1OCc1ccc(Cl)cc1
 : 7%, u, u, 9.5µM*, 3%, -1%, u, 0%, -3, 3.2µM*, u
#34 CNC(=O)CN1C(=O)c2cccc3cccc1c23
 : -3%, -5%, 0%, 2%[2.3 µM], -10%, -16%, 22%, -10%, -14, -9%, -5%
#35 Cc1ccc(C)c(NC(=O)CSc2nnc(-c3ccco3)o2)c1
 : 11%, -2%, 2%, 0%, -13%, u, -37%, x, 1, 0%, 4%
#36 COc1cccc(/C=N/NC(N)=S)c1OCc1ccccc1Cl
 : 17%, -8%, -4%, 1%, 7%, 3.2µM*, -84%, 4µM*, -11, -6%, 1%
#37 COCCCNC(=O)Cc1c(C)c2c(cc(C)c3c(C(C)(C)C)coc32)oc1=O
 : -26%, 21%, -4%, 11µM*, x, 25%, 14%, u, 6, -20%, -11%
#38 CCn1c(=O)n(CC)c2cc(N3CCCC3)c(NC(=O)c3ccccc3Br)cc21
 : -26%, -11%, -5%, 3%, x, 2%, -43%, -8%, -12, -1%, 1%

These rows are one share of the data; rates above refer to the full screens.
